Diaph inh CS – counter-screen for diaphorase-based assays: diaphorase inhibitors and chemical oxidizers | 0.69% of 190,000 active | diaphorase resazurin-to-resorufin fluorescence, NADH, 16 min; bacterial (C. kluyveri) enzyme, not human | inhibition, % at 20 µM;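 active = primary screen inhibition at 20 µM above a set limit, cut at about 50% in these data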;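 note: plate controls were DMSO with full reaction for no effect and wells lacking NADH for full effect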
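Test system: Clostridium kluyveri diaphorase enzyme / Quantity: diaphorase at 0.14 U/mL in enzyme working solution / Incubation: 16-min room-temperature incubation before reading / Benchmarks: NADH-free wells as positive control, DMSO-only neutral wells / Signal: resorufin fluorescence 544/590 nm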
S1P3 antag – S1P3 (human) receptor antagonism; Q99500; CHO S1P3 NFAT-BLA reporter, FRET fluorescence, antagonist mode; inhibition, % at 4.98 µM; 0.27% of 170,000 active;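 active = inhibition above the plate cutoff, the mean inhibition of test wells on that plate plus 3 SD, cut at about 28% in these data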;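 note: cells challenged with S1P at its EC80 of 0.8 µM; blue over green emission ratio from cleaved BLA substrate after 4 h stimulation; 0% = S1P-stimulated wells and 100% = unstimulated DMSO-only wells; some compounds past the cut are filed as inactive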
Target sequence (Q99500 whole entry, looked up): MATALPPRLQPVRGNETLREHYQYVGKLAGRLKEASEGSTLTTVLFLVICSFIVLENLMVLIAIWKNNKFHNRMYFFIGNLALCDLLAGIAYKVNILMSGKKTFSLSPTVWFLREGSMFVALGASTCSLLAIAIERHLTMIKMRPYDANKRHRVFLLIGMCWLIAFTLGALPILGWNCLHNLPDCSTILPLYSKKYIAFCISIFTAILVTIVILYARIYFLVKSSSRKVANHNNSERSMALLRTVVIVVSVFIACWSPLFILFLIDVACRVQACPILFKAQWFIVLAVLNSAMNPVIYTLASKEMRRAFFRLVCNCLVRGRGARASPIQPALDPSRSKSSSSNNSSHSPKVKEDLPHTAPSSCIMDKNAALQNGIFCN
PPARg SRC3 recr – PPARgamma-driven SRC-3 recruitment agonism | P37231 | biochemical PPARgamma/SRC-3 coactivator recruitment assay | activation, % at 8 µM | 0.26% of 200,000 active | AID 731; in the data active = activation above about 23%;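 note: 0% = DMSO and 100% = reference agonist; some compounds past the cut are filed as inactive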
TR-FRET SRC-2 ct – counter-screen for PPARgamma SRC-2 recruitment agonists: TR-FRET artefact. hits give high values. TR-FRET ratio at 8 µM. 0.4% of 200,000 active. AID 1049; in the data active = TR-FRET ratio above about 2000; note: inactives centre near 1500
ROMK mod – human ROMK K+ channel modulation, primary screen | P48048 | Tet-inducible ROMK, thallium flux fluorescence; actives lie on both sides | B-score at 10 µM | 2% of 130,000 active | AID 1918;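 active = signal ratio slope over the read window, or its plate-corrected B-score, at least 3 SD from the plate mean, either direction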;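 note: B-score of the F/F0 ratio slope over 7 to 12 s after thallium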
Target sequence (P48048 whole entry, looked up): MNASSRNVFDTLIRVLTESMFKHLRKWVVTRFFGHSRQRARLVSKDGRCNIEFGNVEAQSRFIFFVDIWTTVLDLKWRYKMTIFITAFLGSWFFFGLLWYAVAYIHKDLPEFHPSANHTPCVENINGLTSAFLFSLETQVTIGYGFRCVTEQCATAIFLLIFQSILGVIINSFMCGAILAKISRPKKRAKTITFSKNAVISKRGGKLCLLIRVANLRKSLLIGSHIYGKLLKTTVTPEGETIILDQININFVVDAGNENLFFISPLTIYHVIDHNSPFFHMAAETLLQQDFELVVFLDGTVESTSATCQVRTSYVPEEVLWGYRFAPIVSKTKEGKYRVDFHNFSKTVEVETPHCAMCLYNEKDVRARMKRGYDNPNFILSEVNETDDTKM
PMI activator – activators of human phosphomannose isomerase; P34949; purified human PMI, coupled resazurin fluorescence, 20 min; hits give high values; 1 = vehicle control, 0 substrate-free wells; activation factor at 20 µM; 0.005% of 190,000 active; AID 1214;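 active = activation factor of 2 or more at 20 µM, relative to plate controls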
PPARg SRC1 recr – promotes SRC-1 coactivator recruitment by human PPARgamma. P37231. PPARgamma-SRC-1 coactivator recruitment biochemical assay. activation, % at 8 µM. 0.41% of 200,000 active; in the data active = activation above about 19%;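 note: 0% = DMSO and 100% = reference agonist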
Diaphorase act – activates diaphorase or chemically reduces, flagging diaphorase assay artifacts. Diaphorase/resazurin coupled assay, resorufin fluorescence, 16 min; hits give high values; 1 = vehicle wells, 0 = NADH-free wells. activation factor at 20 µM. 0.005% of 190,000 active. AID 1229;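 active = diaphorase activity raised at least twofold by the compound at 20 µM; inactive = activation factor below 2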
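Test system: Clostridium kluyveri diaphorase, purified enzyme; input: enzyme 0.07 U/mL final; buffer or medium: 50 mM HEPES pH 7.4 with 4.542 mM MgCl2, 0.005% Tween 20; also added: 0.114 mM NADH and 0.1 mM resazurin, final amounts; schedule: 16 min enzyme reaction, ambient temperature; technique: fluorescence of resorufin, 544 nm excitation, 590 nm emission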
PPARg SRC2 recr – agonists of SRC-2 recruitment by human PPARgamma. P37231. PPARgamma LBD-SRC-2 recruitment, biochemical. activation, % at 8 µM. 0.34% of 200,000 active. AID 1032; in the data active = activation above about 22%;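 note: 0% = vehicle and 100% = reference agonist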
G6PDH counter – L. mesenteroides G6PDH inhibition counter-screen; AID 1020; 0.12% of 200,000 active; inhibition, % at 5 µM; Purified L. mesenteroides G6PDH, diaphorase/resazurin coupled fluorescence, 45 min; in the data active = inhibition above about 50%
PMI act satM6P – increases human PMI activity with near-saturating mannose 6-phosphate. coupled PMI enzyme assay, resazurin fluorescence, 20 min; hits give high values; 1 = untreated enzyme, 0 = substrate-free blank. activation factor at 20 µM. 0.34% of 190,000 active. AID 1216;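 active = activation factor of 2 or more at 20 µM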
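Technique: Diaphorase-driven resazurin-to-resorufin fluorescence, excitation 544, emission 590 nm | Assay system: Human PMI in coupled enzyme assay | Times: Enzyme reaction with compound 20 min at room temperature | Medium: HEPES-buffered pH 7.4 with magnesium and detergent | Reagent: Mannose-6-phosphate 1.0 mM (near-saturating) plus 0.22 mM NADP+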
Active calls of the source: *; nt = no result given. The order is random; overall some 3.3% were active at least once.

SMILES | Diaph inh CS | S1P3 antag | PPARg SRC3 recr | TR-FRET SRC-2 ct | ROMK mod | PMI activator | PPARg SRC1 recr | Diaphorase act | PPARg SRC2 recr | G6PDH counter | PMI act satM6P
Cc1nc2ccccc2nc1OCC(=O)Nc1ccc2ccccc2c1 | 9 | -10 | 1 | 1753 | 0.27 | 1.1 | -3 | 0.9 | 7 | 2 | 1.1
Cc1ccc(CN2CCSc3ccc(C(=O)NC4CCN(Cc5ccccc5)CC4)cc32)cc1 | 5 | 1 | -1 | 1591 | -1.7 | 0.9 | -2 | 0.9 | 4 | 4 | 1
CCCOP(=O)(OCCC)C1(Nc2ccc(C)cc2)CCCCC1 | 1 | nt | 9 | 1481 | nt | 1 | -1 | 1 | -3 | 10 | 0.9
CCCCCCCC1CC(CSC(=N)N)OC1=O (stereo not given) | 6 | nt | 0 | 1535 | -5* | 0.9 | 0 | 0.9 | 6 | -6 | 1
COC(=O)c1c(NC(=O)C2C3CCC(C3)C2C(=O)O)sc2c1CCCCC2 (stereo not given) | 2 | -8 | -2 | 1806 | 0.59 | 1 | 10 | 1 | 7 | 7 | 1
COC(=O)c1ccc(NC(=S)N2CCN(Cc3ccc(Cl)cc3)CC2)cc1 | 23 | nt | -4 | 1447 | 0.025 | 0.9 | -2 | 0.8 | 3 | -1 | 0.9
OC(COc1ccccc1)CSc1ncn[nH]1 (stereo not given) | 12 | 19 | -5 | 1484 | 0.022 | 0.9 | -2 | 0.9 | -9 | -5 | 1
COc1ccc(N2CC(C(=O)Nc3ccc4c(c3)OCO4)CC2=O)cc1 (stereo not given) | 16 | -40 | -4 | 1603 | -0.82 | 0.9 | 6 | 0.8 | 3 | -16 | 0.9
COc1cccc(N2CCN(CC(=O)c3c(C)[nH]c4ccccc34)CC2)c1 | 18 | nt | 7 | 1482 | nt | 0.8 | 5 | 0.8 | 4 | 5 | 0.9
O=[N+]([O-])c1cc(S(=O)(=O)N2CCCC2)ccc1NN=C1CCCCC1 | 10 | -6 | -3 | 1477 | -0.37 | 1 | -6 | 0.9 | -5 | -2 | 1
CCCCNC(=O)C(=O)c1ccccc1NC(C)=O | 4 | nt | 5 | 1607 | nt | 1 | -5 | 1 | 3 | 9 | 0.9
COc1ccc(-c2cc(C(F)(F)F)nc(SCC(=O)NCc3cnn(C)c3C)n2)cc1OC | 11 | -17 | 5 | 1495 | 1.7 | 0.8 | 7 | 0.9 | 5 | 11 | 1
O=[N+]([O-])c1ccccc1/C=N/N1CCN(c2ccc(Cl)cc2)CC1 | 26 | nt | -4 | 1542 | nt | 0.8 | 5 | 0.7 | -1 | -29 | 0.8
CCc1ccc2[nH]c(=O)c(C(c3nnnn3CC3CCCO3)N3CCCc4ccccc43)cc2c1 (stereo not given) | 68* | -14 | -4 | 1741 | nt | 0.5 | 9 | 0.3 | 10 | 19 | 0.9
CCCCn1nc(C(=O)Nc2nc3c(s2)CCCC3)c2ccccc2c1=O | 8 | 2 | -6 | 1430 | 2.4 | 0.9 | -3 | 0.9 | -3 | 9 | 1

As a working copy, 8 of the compounds above.
SMILES | Diaph inh CS | S1P3 antag | PPARg SRC3 recr | TR-FRET SRC-2 ct | ROMK mod | PMI activator | PPARg SRC1 recr | Diaphorase act | PPARg SRC2 recr | G6PDH counter | PMI act satM6P
Cc1nc2ccccc2nc1OCC(=O)Nc1ccc2ccccc2c1 | 9 | -10 | 1 | 1753 | 0.27 | 1.1 | -3 | 0.9 | 7 | 2 | 1.1
Cc1ccc(CN2CCSc3ccc(C(=O)NC4CCN(Cc5ccccc5)CC4)cc32)cc1 | 5 | 1 | -1 | 1591 | -1.7 | 0.9 | -2 | 0.9 | 4 | 4 | 1
CCCOP(=O)(OCCC)C1(Nc2ccc(C)cc2)CCCCC1 | 1 | nt | 9 | 1481 | nt | 1 | -1 | 1 | -3 | 10 | 0.9
CCCCCCCC1CC(CSC(=N)N)OC1=O (stereo not given) | 6 | nt | 0 | 1535 | -5* | 0.9 | 0 | 0.9 | 6 | -6 | 1
COC(=O)c1c(NC(=O)C2C3CCC(C3)C2C(=O)O)sc2c1CCCCC2 (stereo not given) | 2 | -8 | -2 | 1806 | 0.59 | 1 | 10 | 1 | 7 | 7 | 1
COC(=O)c1ccc(NC(=S)N2CCN(Cc3ccc(Cl)cc3)CC2)cc1 | 23 | nt | -4 | 1447 | 0.025 | 0.9 | -2 | 0.8 | 3 | -1 | 0.9
OC(COc1ccccc1)CSc1ncn[nH]1 (stereo not given) | 12 | 19 | -5 | 1484 | 0.022 | 0.9 | -2 | 0.9 | -9 | -5 | 1
COc1ccc(N2CC(C(=O)Nc3ccc4c(c3)OCO4)CC2=O)cc1 (stereo not given) | 16 | -40 | -4 | 1603 | -0.82 | 0.9 | 6 | 0.8 | 3 | -16 | 0.9

Continued:
SMILES | Diaph inh CS | S1P3 antag | PPARg SRC3 recr | TR-FRET SRC-2 ct | ROMK mod | PMI activator | PPARg SRC1 recr | Diaphorase act | PPARg SRC2 recr | G6PDH counter | PMI act satM6P
Cc1ccc(NC(=O)c2ccccc2F)cc1S(=O)(=O)N1CCCCCC1 | 10 | -1 | 3 | 1587 | -1.1 | 1 | -13 | 0.9 | 0 | 0 | 1
CCCC1=NCCn2cccc21 | 7 | nt | 0 | 1468 | nt | 1.1 | -2 | 0.9 | 6 | 11 | 1.1
Cc1ccc(C(=O)NCC(=O)OCC(=O)/C=C2\N(C)c3ccccc3C2(C)C)cc1C | 15 | -10 | 4 | 1655 | -0.77 | 0.9 | -2 | 0.8 | 13 | -4 | 0.9
Cc1cccc(NC(=O)c2sc(Cl)nc2C)c1C | -14 | -1 | 0 | 1670 | nt | 1.2 | -5 | 1.1 | 7 | 15 | 1.2
CCOC(=O)c1ccccc1N=N/C(C(C)=O)=C(/C)O | 14 | -2 | -7 | 1405 | 0.79 | 1 | 3 | 0.9 | 3 | 1 | 1
O=C(CCCC(=O)OCC(Cl)=C(Cl)Cl)Nc1cccc(F)c1 | 14 | nt | 0 | 1422 | nt | 1 | 6 | 0.9 | -2 | 1 | 0.9
COC(=O)C(C)(C)ONC(=O)Nc1ccc(Br)cc1 | 15 | 2 | 0 | 1809 | -0.22 | 0.8 | 0 | 0.8 | 0 | 5 | 0.9
CC1CCCN(C/C=C/c2ccccc2[N+](=O)[O-])C1 (stereo not given) | 8 | nt | -4 | 1506 | -0.00081 | 1.1 | -2 | 0.9 | -7 | 2 | 1.1
CS(=O)(=O)N1CCN(C(=O)COc2ccccc2)CC1 | 13 | -15 | 2 | 1394 | -0.54 | 0.9 | -4 | 0.9 | -6 | 8 | 0.9
CC1(C)CC(=O)C(C=NCCN2CCN(C(=O)c3ccc(Br)cc3)CC2)=C(O)C1 | 6 | nt | -4 | 1471 | nt | 1.4 | -3 | 0.9 | 11 | 2 | 1.3
CCn1ncc(Br)c1C(=O)Nc1ccc(F)cc1F | 10 | 21 | 9 | 1490 | nt | 0.9 | -1 | 0.9 | 3 | 23 | 0.9
O=c1oc2ccccc2cc1-c1nc(-c2ccccc2)no1 | 20 | nt | -5 | 1577 | nt | 1 | 4 | 0.8 | -2 | 0 | 1
COCCNC(=S)NC1CC2CCCC(C1)N2Cc1cccs1 (stereo not given) | 8 | nt | 1 | 1699 | nt | 0.9 | 2 | 0.9 | 1 | 3 | 1
CC(C)[C@H](NC(=O)c1ccc(F)cc1)C(=O)NC1=NCCS1 | -1 | 7 | 6 | 1681 | 0.18 | 1 | 1 | 1 | 8 | 19 | 1
COc1ccccc1NC(=O)NCCN1CCN(C(=O)Nc2ccccc2OC)CC1 | 7 | 1 | 3 | 1810 | nt | 1 | 0 | 0.9 | 6 | 3 | 1
c1ccc(-n2nnnc2Sc2n[nH]c(-c3ccncc3)n2)cc1 | 12 | -67 | -5 | 1422 | nt | 1 | -3 | 0.9 | -6 | -3 | 1.1
CCCCC(CC(O)COCC(C)C)C(=O)NNC(=S)Nc1ccccc1 (stereo not given) | 6 | -44 | 1 | 1448 | nt | 0.9 | -7 | 0.9 | -4 | -3 | 1
Cc1[nH]c2ccccc2c1/C=N/Nc1nc(Nc2ccccc2)nc(N2CCOCC2)n1 | 9 | nt | -3 | 1497 | nt | 1 | 8 | 0.9 | 7 | 9 | 0.9
Cc1ccc(NC(=O)CN2CCC(NC(=O)Cc3ccccc3)CC2)cc1C | 10 | nt | 10 | 1599 | nt | 0.9 | 5 | 0.9 | 3 | 6 | 1
O=C(Cc1ccc(F)cc1)N/N=C/c1ccncc1 | 6 | -2 | 5 | 1701 | 1.2 | 1.1 | 1 | 0.9 | 4 | 4 | 1
O=C(c1ccc(-c2nnc(Nc3cccc(Cl)c3)c3ccccc23)cc1)N1C[C@H]2C[C@H](C1)c1cccc(=O)n1C2 | 22 | nt | 4 | 1629 | nt | 1 | 0 | 0.8 | -3 | 7 | 0.9
Cc1ccc(S(=O)(=O)N(Cc2ccc(Cl)cc2)c2ccccc2C(=O)NCc2ccco2)cc1 | 24 | -1 | 2 | 1507 | nt | 0.8 | 2 | 0.8 | 3 | -22 | 0.8
CC1=NCCN1S(=O)(=O)c1ccc(Br)c(C)c1 | -17 | -41 | -7 | 1399 | -1.2 | 1.1 | 11 | 1.2 | 2 | 7 | 1.1
CCC(=O)Nc1nc2c(OC)ccc(OC)c2s1 | 16 | 10 | -3 | 1548 | nt | 1 | 3 | 0.8 | -4 | -5 | 1
Cc1cccc(C(=O)OC(C)CN2CCN(C)CC2)c1 (stereo not given) | 1 | -12 | 0 | 1653 | -0.077 | 1.3 | -1 | 1 | 7 | -1 | 1.2
Cc1c(NC(=O)CSc2nc3ccccc3s2)c(=O)n(-c2ccccc2)n1C | 15 | nt | -3 | 1366 | -1.1 | 0.9 | 0 | 0.8 | -4 | 6 | 0.9
CC1CCCCC1NC(=O)c1ccc2c(c1)[nH]c(=O)n2C1CCCC1 (stereo not given) | 0 | 18 | 5 | 1607 | nt | 1 | 1 | 1 | 8 | 0 | 1.1
CS(=O)(=O)N1CCN(c2ccc([N+](=O)[O-])cc2F)CC1 | 9 | -16 | -2 | 1537 | -0.79 | 1 | 5 | 0.9 | 7 | 13 | 0.7
CCOC(=O)c1cc(-c2ccc(N)cc2)sc1N | 9 | 9 | 16 | 1795 | nt | 0.9 | 16 | 0.9 | 28* | -18 | 1
O=C(CSc1nnc(CNc2ccccc2)o1)c1ccc2c(c1)OCCO2 | 9 | 2 | -6 | 1597 | -0.59 | 0.8 | 1 | 0.9 | 5 | 4 | 0.9

Assay outcomes deposited in PubChem BioAssay by several laboratories.
